# Compound activity from PubChem.
# HKDC1 inhibitor = blocks human hexokinase HKDC1 activity; Q2TB90; recombinant HKDC1, G6PDH/diaphorase resazurin coupled fluorescence; inhibition, % at 20 µM; hit rate 0.16% among 340,000; AID 493160;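 active = inhibition above about 35% when tested at 20 µM, limit read from the data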;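 note: plate controls were DMSO wells with enzyme for no effect and DMSO wells lacking enzyme for full effect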
#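 Test system: recombinant HKDC1 (HK5) hexokinase enzyme, produced in-house; Amount: enzyme 5 µg/mL final; Buffer or medium: Tris pH 8.0 buffer with MgCl2, Tween-20, BSA, BME; Reagent: glucose and ATP substrates; Doses: 20 µM test compound, 1% DMSO; Incubation: 90 min reaction incubation at room temperature, dark; Detection: resorufin fluorescence at 613 nm.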
# hIAP inh = blocks human intestinal alkaline phosphatase. hit rate 0.12% among 330,000. inhibition, % at 10 µM. purified IAP, CDP-Star luminescence, 30 min. AID 2544. P09923;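 active = inhibition reaching a set limit with compound at 10 µM in the primary screen, cut at about 35% in these data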;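 note: plate controls were DMSO wells with enzyme for no effect and no-enzyme buffer wells for full effect; values of inactives mirror those of a sister screen read the other way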
# Target sequence (P09923 whole entry, looked up): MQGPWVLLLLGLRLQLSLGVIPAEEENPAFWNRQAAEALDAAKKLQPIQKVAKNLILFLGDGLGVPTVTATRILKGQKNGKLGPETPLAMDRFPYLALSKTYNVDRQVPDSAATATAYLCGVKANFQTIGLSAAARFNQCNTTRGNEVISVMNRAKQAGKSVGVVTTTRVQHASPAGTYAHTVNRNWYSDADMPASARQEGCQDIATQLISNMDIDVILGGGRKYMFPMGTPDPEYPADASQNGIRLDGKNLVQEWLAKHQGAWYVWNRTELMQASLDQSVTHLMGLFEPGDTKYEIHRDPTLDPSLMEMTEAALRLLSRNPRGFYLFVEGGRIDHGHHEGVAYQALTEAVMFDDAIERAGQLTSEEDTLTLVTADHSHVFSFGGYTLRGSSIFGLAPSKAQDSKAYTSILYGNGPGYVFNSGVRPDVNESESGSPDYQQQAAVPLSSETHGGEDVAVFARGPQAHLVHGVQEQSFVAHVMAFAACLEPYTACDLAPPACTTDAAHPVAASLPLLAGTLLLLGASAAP
# mIAP block = mouse IAP inhibition; purified mouse IAP, CDP-Star luminescence, 30 min; inhibition, % at 10 µM; hit rate 0.2% among 330,000;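 active = inhibition of at least 40% at 10 µM in the primary screen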;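 note: plate controls were DMSO with enzyme for no effect and no enzyme wells for full effect; values of inactives mirror those of a sister screen read the other way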
# hIAP activ = human IAP activation; purified human IAP, CDP-Star luminescence, 30 min; hits give high values; 1 = vehicle-only enzyme, 0 = enzyme-free background; hit rate 0.16% among 330,000; P09923; activation factor at 10 µM; AID 2524;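 active = activation factor of the enzyme at least 2-fold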; note: the source names both 10 and 20 µM as test concentration; values of inactives mirror those of a sister screen read the other way
# PfG6PD inh = PfG6PD (Plasmodium falciparum) enzyme inhibition; AID 504690; hit rate 0.78% among 350,000; PfGluPho enzyme, NADPH resazurin-diaphorase fluorescence; inhibition, % at 20 µM;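 active = inhibition reaching at least a set limit at 20 µM in the primary screen, cut at about 59% in these data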;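 note: 0% = DMSO wells with substrate and 100% = DMSO wells lacking glucose-6-phosphate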
# A3A deaminase = human APOBEC3A DNA deaminase inhibition. hit rate 0.41% among 330,000. inhibition, % at 20 µM. AID 493011. recombinant A3A, FAM/TAMRA ssDNA deamination fluorescence. P31941;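 active = at least 40% inhibition at 20 µM here, with at most 30% in a related deaminase screen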;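 note: plate controls were A3A with DMSO for no effect and wells lacking A3A enzyme for full effect; some results filed as inactive read as strong as hits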
# Target sequence (P31941 whole entry, looked up): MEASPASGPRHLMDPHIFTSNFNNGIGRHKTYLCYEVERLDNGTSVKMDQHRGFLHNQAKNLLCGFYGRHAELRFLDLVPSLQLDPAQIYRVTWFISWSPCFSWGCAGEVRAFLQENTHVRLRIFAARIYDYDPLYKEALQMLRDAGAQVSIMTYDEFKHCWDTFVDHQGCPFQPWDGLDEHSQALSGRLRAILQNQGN
# mIAP act = mouse IAP activation | muIAP, CDP-Star luminescence, 30 min; hits give high values; 1 = vehicle-only enzyme signal, 0 = enzyme-free wells | activation factor at 10 µM | hit rate 0.24% among 330,000;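 active = activation factor of at least 2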; note: the source names both 10 and 20 µM as test concentration; values of inactives mirror those of a sister screen read the other way
#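 also added = chemiluminescent substrate CDP-Star | test system = mouse IAP enzyme | signal = chemiluminescence readout | compound = DMSO-dissolved test compounds | incubation = 30 min at room temperature | benchmarks = DMSO wells, no-enzyme wells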
# ATG4B inh = ATG4B (human) cysteine protease inhibition | ATG4B cleavage of LC3-PLA2, NBD-HPC fluorescence, 1 h | AID 504462 | inhibition, % at 8.33 µM | hit rate 0.51% among 340,000; in the data active = inhibition above about 40%
# Active calls of the source: *; · = not tested or not shown.
SMILES,HKDC1 inhibitor,hIAP inh,mIAP block,hIAP activ,PfG6PD inh,A3A deaminase,mIAP act,ATG4B inh
O=C1Nc2ccccc2C1Cc1ccc(OC(F)(F)F)cc1 (configuration not stated),0,-24,-12,1.2,13,0,1.1,1
CSc1ccccc1N=CC1=C(O)CC(C)(C)CC1=O,9,0,-12,1,2,-4,1.1,-5
COC(=O)Nc1ccc2c(c1)N(C(=O)CCN(C)C)c1ccccc1CC2,-1,12,3,0.88,-10,3,0.97,-1
CN(C)S(=O)(=O)c1cccc(C(=O)OCC(=O)Nc2sccc2C(N)=O)c1,0,1,-2,0.99,15,1,1,-12
CCCCCC1CCC(c2ccc(/C(N)=N/O)cc2)CC1 (configuration not stated),3,6,-16,0.94,8,-3,1.2,-8
O=C(Cc1c(F)cccc1Cl)N1CCN(S(=O)(=O)c2cccc(F)c2)CC1,-2,3,1,0.97,-3,0,0.99,4
CCN(CC)c1ccc(NC(=O)c2ccccc2F)cc1,1,-2,-9,1,33,2,1.1,17
COc1cccc(-c2csc(N3CCN(S(=O)(=O)c4ccc(F)cc4)CC3)n2)c1,-7,23,21,0.77,7,2,0.79,-10
CCCn1c(N/N=C(C)\C=C\c2ccccc2)nc2c1c(=O)[nH]c(=O)n2C,·,-125,-14,2.3*,·,0,1.1,·
Cc1ccc(S(=O)(=O)[N-]c2nc3ccccc3nc2-[n+]2cc(C)cc(C)c2)cc1,-4,-14,-11,1.1,11,-1,1.1,-3
CSc1ccccc1NC(=O)c1ccc2c(c1)CCN2S(C)(=O)=O,-6,5,4,0.95,-3,-3,0.96,9
COc1ccc(NS(=O)(=O)c2ccc(N)cc2)nn1,·,6,-1,0.94,·,0,1,·
CN(C)c1cccc(C(=O)NCc2ccccc2Cl)c1,-11,16,-4,0.84,7,1,1,13
COc1cccc(CNC(=O)COc2cccc3c2OC(C)(C)C3)c1,3,-5,4,1,-6,-2,0.96,-4
COc1ccc(N2Cc3ccccc3C2)cc1Cl,1,18,4,0.82,-6,0,0.96,-10
CN1CCCC(OC(=O)c2cccc(S(=O)(=O)N3CCCCCC3)c2)C1 (configuration not stated),1,18,4,0.82,-9,1,0.96,-4
CCC(CC)C(=O)Nc1nnc(S(=O)(=O)Nc2ccc(OC)cc2)s1,0,3,2,0.97,-17,1,0.98,2
COc1ccc(CCN=C(N)NS(=O)(=O)c2ccccc2)cc1OC,-9,-13,-11,1.1,13,-5,1.1,-8
CCC(=O)c1ccccc1OCCCN1CCC(Cc2ccccc2)CC1,-6,-26,-2,1.3,-3,2,1,26
COc1ccc(-n2nc3c(c2NC(=O)c2ccco2)CS(=O)(=O)C3)cc1,-1,0,3,1,-3,-2,0.97,-10
CC(C)[C@H](NC(=O)c1ccco1)C(=O)OCC(=O)NC12CC3CC(CC(C3)C1)C2,0,-2,-5,1,-5,-3,1.1,-2
O=C(c1ccncc1)N1c2ccccc2Sc2ccccc21,15,-1,12,1,4,1,0.88,-9
CCOC(=O)c1ccc(NC(=S)NC(=O)C2CCCC2)cc1,8,8,0,0.92,-2,-4,0.99,3
Cc1ccc(NC(=O)c2ccc(CN3CCc4ccccc4C3)cc2)cc1,-1,10,2,0.9,12,-7,0.97,0
C=CCN1c2ccccc2[C@]23C[C@@H](C(=O)OC)N(C(=O)c4cccs4)C2=NC(C(=O)OC)=C(C(=O)OC)[C@H]13,-1,-1,4,1,0,-2,0.96,18
# (more compounds)
SMILES,HKDC1 inhibitor,hIAP inh,mIAP block,hIAP activ,PfG6PD inh,A3A deaminase,mIAP act,ATG4B inh
CCOc1nc(-c2ccc(OC)cc2)ccc1-c1noc(-c2cc(OC)c(OC)c(OC)c2)n1,1,-10,-5,1.1,-10,1,1.1,4
O=C(NCc1ccccn1)C1CCCN(S(=O)(=O)c2ccccc2)C1 (configuration not stated),0,5,-9,0.95,-10,-4,1.1,5
C=CCNc1ncnc2c1ncn2C1OC(CO)C(O)C1O (configuration not stated),7,-2,-7,1,5,3,1.1,-5
Cc1ccc(N2C(=O)C3C4C=CC(CNC(=S)Nc5ccc(F)cc5)(O4)C3C2=O)cc1 (configuration not stated),-10,-1,-2,1,-1,5,1,-4
Cc1ccc(C(=O)Nc2ccc(Cl)cn2)cc1,-1,10,-5,0.9,20,-5,1.1,17
COC(=O)c1sc(S(=O)(=O)Nc2ccc(C)c(C)c2)c(C(=O)OC)c1C,1,-26,4,1.3,-10,0,0.96,-14
CC(=O)N1C(=O)C2(C(C#N)=C(N)Oc3cc(C)oc(=O)c32)c2ccccc21 (configuration not stated),-2,4,2,0.96,15,-1,0.97,-15
COc1cccc(-c2nc3ccc(C(=O)NC(C)Cc4cccnc4)cc3o2)c1 (configuration not stated),-6,28,-1,0.72,-6,2,1,-11
O=C(c1cccc(-c2ccccc2)c1)N1CC[C@@H](N2CCC(O)CC2)[C@H](O)C1,-2,18,2,0.82,0,-3,0.98,12
S=C(NCC1CCCO1)c1ccc(Br)cc1 (configuration not stated),-2,-19,4,1.2,50,-7,0.96,2
O=C(COc1ccccc1)Nc1ccc2c(c1)Cc1cc(NC(=O)COc3ccccc3)ccc1-2,-15,-14,0,1.1,-24,-5,1,5
COc1ccc(F)cc1S(=O)(=O)Nc1ccc(C)cc1,-6,-28,-5,1.3,63*,-5,1.1,-5
COc1cc(C2C3=C(CCCC3=O)Nc3ccc4ncccc4c32)ccc1O (configuration not stated),12,-8,5,1.1,15,-4,0.95,2
CCc1nnc(SCc2ccc(OC(C)C)cc2)n1N,4,1,-6,0.99,-14,-5,1.1,6
O=C(Nc1ccc(O)c2c(=O)cc(-c3ccccc3Cl)oc12)c1cccs1,-4,-5,-10,1,0,-4,1.1,5
CCOC(=O)C1CCN(CC(=O)NC(=O)NC2CCCCC2)CC1,-4,-15,-4,1.2,4,-5,1,1
COc1cccc(-c2nc(-c3ccc(NC(=O)c4cccnc4)cc3)no2)c1,-6,9,6,0.91,6,1,0.94,-7
COc1ccc(/C=C2/SC(=S)N(CCCC(=O)N3CCN(C)CC3)C2=O)cc1,3,-6,16,1.1,-3,-3,0.84,-3
COc1ccc(-c2cnn3c4c(c(C)nc23)CCN4C2CCCC2)cc1OC,-2,-8,4,1.1,-3,0,0.96,5
Cc1ccc(-c2nnc(N3CCN(C(=O)CN4C(=O)c5ccccc5C4=O)CC3)c3ccccc23)cc1,0,6,4,0.94,-6,3,0.96,-5
CCOC(=O)CCc1c(C)c2ccc(OCc3cc([N+](=O)[O-])ccc3OC)c(C)c2oc1=O,·,0,10,1,·,-1,0.9,·
COCCNC(=S)Nc1ccccn1,-10,-3,-5,1,11,0,1,-10
COc1ccc(C2CC(C(F)(F)F)n3ncc(C(=O)Nc4cccc(O)c4)c3N2)cc1OC (configuration not stated),2,-3,2,1,38,-2,0.98,-30
N#C/C(=C(/O)COC(=O)COc1ccc(Cl)cc1)c1nc2ccccc2[nH]1,-8,-48,26,1.5,-7,0,0.74,2
COc1ccc(C(=O)NCCc2c[nH]c3ccccc23)cc1S(=O)(=O)N1CCCCC1C (configuration not stated),-1,4,-12,0.96,6,6,1.1,-28

# Reprinted at random: two compounds from above
SMILES,HKDC1 inhibitor,hIAP inh,mIAP block,hIAP activ,PfG6PD inh,A3A deaminase,mIAP act,ATG4B inh
COc1cc(C2C3=C(CCCC3=O)Nc3ccc4ncccc4c32)ccc1O (configuration not stated),12,-8,5,1.1,15,-4,0.95,2
COC(=O)c1sc(S(=O)(=O)Nc2ccc(C)c(C)c2)c(C(=O)OC)c1C,1,-26,4,1.3,-10,0,0.96,-14

# Single values from above:
# COc1ccc(F)cc1S(=O)(=O)Nc1ccc(C)cc1 in mIAP block has -5
# C=CCNc1ncnc2c1ncn2C1OC(CO)C(O)C1O (configuration not stated) in hIAP activ has 1

# Part of the list above, limited to mIAP block and hIAP inh.
canonical_smiles	mIAP block	hIAP inh
O=C(c1cccc(-c2ccccc2)c1)N1CC[C@@H](N2CCC(O)CC2)[C@H](O)C1	2	18
S=C(NCC1CCCO1)c1ccc(Br)cc1 (configuration not stated)	4	-19
O=C(COc1ccccc1)Nc1ccc2c(c1)Cc1cc(NC(=O)COc3ccccc3)ccc1-2	0	-14

# Single records, from the list above:
# COc1ccc(N2Cc3ccccc3C2)cc1Cl reads HKDC1 inhibitor = 1; hIAP inh = 18; mIAP block = 4; hIAP activ = 0.82; PfG6PD inh = -6; A3A deaminase = 0; mIAP act = 0.96; ATG4B inh = -10
# COc1cccc(-c2nc(-c3ccc(NC(=O)c4cccnc4)cc3)no2)c1 reads HKDC1 inhibitor = -6; hIAP inh = 9; mIAP block = 6; hIAP activ = 0.91; PfG6PD inh = 6; A3A deaminase = 1; mIAP act = 0.94; ATG4B inh = -7
# CN(C)S(=O)(=O)c1cccc(C(=O)OCC(=O)Nc2sccc2C(N)=O)c1 reads HKDC1 inhibitor = 0; hIAP inh = 1; mIAP block = -2; hIAP activ = 0.99; PfG6PD inh = 15; A3A deaminase = 1; mIAP act = 1; ATG4B inh = -12

# (listing goes on)
SMILES,HKDC1 inhibitor,hIAP inh,mIAP block,hIAP activ,PfG6PD inh,A3A deaminase,mIAP act,ATG4B inh
COc1ccc(NC(=S)NNC(=O)c2cccnc2)cc1OC,-7,-73,12,1.7,4,-3,0.89,-6
CCOc1ccc(NC(=O)CN(C)CC(=O)Nc2ccc(F)c(F)c2F)cc1OCC,2,-34,-18,1.3,-8,0,1.2,1
COc1ccc(CNC(=O)CCNS(=O)(=O)c2ccc(Cl)cc2)cc1,-8,-4,-7,1,-11,4,1.1,-1
O=C(OCn1nnc2ccccc2c1=O)c1cn(-c2ccccc2)nc1-c1cccnc1,-8,-18,-5,1.2,-2,-1,1.1,-5
COC(=O)[C@H](C)NC(=O)Nc1cc(Cl)ccc1C,-6,8,9,0.92,-1,3,0.91,6
CCN(CC)C(=O)CN(c1ccc2c(c1)OCO2)S(C)(=O)=O,-10,-1,-2,1,4,-3,1,-12
NS(=O)(=O)c1ccc(CCNC(=O)CSc2nc3ccsc3c(=O)n2CC(=O)O)cc1,9,-7,16,1.1,-45,-2,0.84,4
CCOc1ncccc1C(=O)OCC(=O)Nc1cc(S(=O)(=O)N2CCOCC2)ccc1C,-7,-6,-14,1.1,-2,-3,1.1,-8
COc1ccc(NC2=C(C)C(=O)CC2)cc1,-7,-16,-8,1.2,1,-5,1.1,-5
O=C(/C=C/c1cccc([N+](=O)[O-])c1)N(c1ccccn1)c1ccccn1,-9,0,-3,1,-8,0,1,-5
CN(C)c1ccc(S(=O)(=O)NCC(=O)OCC(=O)Nc2cccc(Cl)c2)cc1[N+](=O)[O-],2,4,2,0.96,1,0,0.98,-7
COc1ccc(CNC(=O)c2cc(-c3ccccc3O)n[nH]2)cc1,-2,6,-54,0.94,-2,3,1.5,-15
O=C(COc1ccccc1)NC1CCSc2ccccc21 (configuration not stated),-4,8,6,0.92,13,8,0.94,-1
